Screening results from PubChem.
M1AAP inhibition = P. falciparum M1AAP inhibitors, biochemical, fluorogenic H-Leu-NHMec substrate, 1536-well (AID 1445). actives 0.42% (n = 220,000). recombinant M1AAP, H-Leu-NHMec fluorogenic kinetic assay; higher % means a stronger effect. one-dose inhibition, % at 30 µM; IC50 in µM for titrated hits;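 active = primary inhibition above the hit cutoff, then over 50% inhibition at one or more dose response concentrations, cut at about 23% in these data, passing the limit was not always enough; inconclusive = conflicting primary data, or primary hits not chosen for dose response; inactive = low primary inhibition, or under 50% at every dose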;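 also: plate controls were DMSO full reaction for no effect and no enzyme background for full effect; strong numbers were not always called active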
P. falciparum M17LAP = P. falciparum M17LAP inhibitors, primary screen, biochemical, fluorogenic H-Leu-NHMec substrate, 1536-well (AID 1619) | actives 0.38% (n = 220,000) | one-dose inhibition, % at 30 µM; IC50 in µM for titrated hits | recombinant M17LAP, H-Leu-NHMec fluorogenic kinetic assay; higher % means a stronger effect;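 active = compound inhibiting the enzyme by more than half at any dose during confirmatory dose-response retesting; inconclusive = strong single-dose inhibitors picked by rank but not retested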;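 also: plate controls were full reaction with DMSO carrier for no effect and no enzyme background for full effect; strong numbers were not always called active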
AID2073 = disruptors of CaV2.2 binding to Mint1 – biochemical, HTRF (AID 2073). HTRF protein-protein interaction, Mint1-CaV2.2; higher % means a stronger effect. inhibition, % at 20 µM; hits with a dose series show IC50 in µM. actives 0.19% (n = 290,000); in the data active = inhibition mostly above about 51%, no sharp cut-off; inconclusive = no clear call, values can overlap the other calls; inactive = mostly below about 53%; also: some results filed as inactive read as strong as hits
Hep lipid drop = hepatic lipid droplet formation modulation. AML12 mouse hepatocytes, oleate lipid droplets, BODIPY imaging. inhibition, % at 6.5 µM. AID 1656. actives 0.4% (n = 240,000);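 active = lipid droplet intensity inhibited by at least 50%, with more than 500 cells counted; inconclusive = wells with under 300 cells, treated as cytotoxic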
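Material: mouse AML12 hepatocyte cell line, fixed after treatment; Timing: compound with oleate, overnight; Technique: high-content imaging of BODIPY-stained droplets and DAPI nuclei; Probe or stimulus: oleate, 100 µM final; Dosing: compound at 6.5 µM only.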
SIAH1 antagonists = Siah-1 peptide-binding antagonists, primary screen, biochemical, fluorescence polarization, rhodamine-plectin, uHTS (AID 1817). actives 0.02% (n = 290,000). one-dose displacement, % at 20 µM; IC50 in µM for titrated hits. Siah-1 / rhodamine-plectin peptide fluorescence polarization; higher % means a stronger effect;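 active = displacement of at least 50% at 20 µM, with a fluorescence ratio check between 0.3 and a set limit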;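 also: plate controls were Siah plus tracer with DMSO for no effect and tracer alone without Siah for full effect; strong numbers were not always called active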
CSM14.1 death rescue = rescue of cells from ER stress-induced death, primary screen, 384-well, CSM14.1, thapsigargin, ATP luminescence (AID 1222) | CSM14.1 thapsigargin-induced death rescue, ATP luminescence; higher % means a stronger effect | 190,000 tested, under 10 active | cellular ATP content (survival), % at 20 µM; hits with a dose series show EC50 in µM;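 active = EC50 below 50 µM in the dose-response confirmation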;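 also: death triggered by thapsigargin at about 15 µM added after 2 h compound pretreatment; cell ATP read after overnight thapsigargin exposure of roughly 18 to 22 hours; normalized against plate controls of thapsigargin alone and 5% DMSO vehicle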
XIAP antagonists = small molecules displacing peptide from XIAP – biochemical, IAP family, fluorescence polarization (AID 1018); XIAP BIR domain, fluorescence polarization peptide displacement; higher % means a stronger effect; displacement, % at 20 µM, or IC50 in µM where a hit was titrated; actives 0.007% (n = 200,000); in the data active = displacement above about 50%; also: a part of the inactive calls stands beside numbers as strong as those of hits
LYP phosphatase = PTPN22 lymphoid phosphatase activity blockers – biochemical, fluorescence intensity, uHTS (AID 1779); recombinant LYP phosphatase, fluorescence intensity; higher % means a stronger effect; inhibition, % at 11.5 µM; hits with a dose series show IC50 in µM; actives 0.054% (n = 290,000);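 also: plate controls were vehicle with enzyme for no effect and no enzyme for full effect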
HEK293 NOD2/NF-kB = NOD2 signaling inhibitors, cell-based, luminescence, uHTS, HEK293 (AID 1566) | actives 0.63% (n = 290,000) | HEK293 NOD2/NF-kB luciferase reporter, luminescence; higher % means a stronger effect | inhibition, % at 4 µM; hits with a dose series show EC50 in µM; also: many of its hits are not listed in these tables
Hep lipid drop cells 6.5 µM = further read-out of Hep lipid drop, marked with its call; cell count; measured here: cell count, cytotoxicity flag;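 cells counted across two imaged fields per well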
Starred values were filed as active, the others as inactive; ? = inconclusive; / = not tested or not shown; & = joins results of further samples; ! = not active in a repeat. Rule as the data show it, unless noted: active = inhibition above about 50%; inactive = the rest. Not all compounds are listed; rates above refer to the full screens.

SMILES	M1AAP inhibition	P. falciparum M17LAP	AID2073	Hep lipid drop	Hep lipid drop cells 6.5 µM	SIAH1 antagonists	CSM14.1 death rescue	XIAP antagonists	LYP phosphatase	HEK293 NOD2/NF-kB
CCOC(=O)c1c(C)oc2ccc(OC(=O)N3CCOCC3)cc12	3%	27%	0%	6	664	0%	-2.2%	-1.4%	-2%	9%
O=C(Nc1cnn(Cc2ccccc2)c1)NC12CC3CC(CC(C3)C1)C2	-1%	-6%	-1%	7	850	-2%	-1.2%	-11%	4%	-5%
O=C(Cn1c(CO)nc2ccccc21)NCCc1ccc(F)cc1	-1%	-2%	-3%	1	674	0%	-0.4%	-5.2%	-4%	23%
COc1ccc(C2CC(=O)C3=C(C2)Nc2ccccc2N(C(=O)CCC(=O)O)C3c2ccc(F)cc2)cc1OC (stereo unspecified)	3%	10%	15%	/	/	-4%	/	/	-6%	-5%
CCC(C)NC(=O)c1ccc(CS(=O)(=O)c2ccc(OC)cc2)o1 (stereo unspecified)	-1%	8%	8%	/	/	-2%	-1.2%	-5.2%	-8%	-2%
NC(=O)CSc1ncnc2c1cnn2Cc1ccccc1	3%	10%	0%	15	653	5%	-1.9%	-1.3%	3%	5%
Cc1ccc(CNC(=O)c2ccc(Cl)c(S(N)(=O)=O)c2)n1C	/	/	39%	-4	835	-4%	/	/	-8%	5%
C=CCSc1nnc(CC(OC)OC)n1-c1ccccc1	7%	7%	2%	8	737	-6%	-1.2%	-7.5%	-10%	8%
Cc1nn(CC(=O)NCc2ccc(C(=O)O)cc2)c(C)c1[N+](=O)[O-]	0%	-2%	-16%	30	695	3%	1.8%	-5.3%	-7%	-6%
COc1ccc2nc(NC(=O)c3ccccc3O)sc2c1	/	/	12%	0	412	-3%	/	/	-9%	-167%
O=C(/C=C/Nc1ccccc1F)c1ccc(Br)cc1	3%	8%	12%	1	653	-1%	-10%	-10%	9%	-180%
O=C(O)c1ccc(S(=O)(=O)NCC2CCCCC2)cc1	/	/	10%	-2	867	4%	/	/	-8%	-7%
CN(c1ccc(O)cc1)c1nc(-c2ccccc2)cs1	0%	1%	28%	15	666	-4%	-3.0%	-17%	4%	-67%
COC(=O)C1CC(O)CN1C(=O)NC1CCCCC1 (stereo unspecified)	6%	1%	6%	3	664	3%	0.5%	-20%	-10%	18%
CC(C)(C)c1ccc(-c2c(C(=O)O)c(C(=O)O)c3n2CSC3)cc1	/	/	10%	15	427	7%	/	/	2%	2%
Cc1ccccc1C(=O)Nc1nc2n(n1)C(c1ccccc1)CC(=O)N2 (stereo unspecified)	-1%	7%	2%	-2	754	-3%	-0.9%	-4.1%	-3%	-6%
CCOCCCNC(=O)CN1C(=O)CSc2ccccc21	4%	20%	1%	-3	749	0%	-3.0%	-5.1%	-2%	-9%
CCOC(=O)Cn1c(=O)c2c(nc(N3CCCCC3)n2Cc2ccccc2)n(C)c1=O	-1%	-10%	-7%	/	/	-4%	1.4%	-7.1%	-8%	27%
Cc1ccc(-c2cc(-c3cccc(F)c3)n[nH]2)c(O)c1	3%	0%	24%	1	794	0%	-2.0%	-1.6%	9%	-135%
Cc1nc2ccccc2c(=O)n1NS(C)(=O)=O	9%	-4%	1%	-6	813	-4%	5.7%	-4.2%	-11%	0%
COc1ccccc1[C@@H]1C(c2ccc(F)cc2)=NN(c2ccccc2)[C@H]1C(=O)N1CCOC1=O	5%	0%	30%	-5	714	-2%	4.8%	-8.2%	2%	26%
Cc1cc(C)nc(SCc2nnc(SCc3ccccc3Cl)o2)n1	0%	9%	31%	0	683	-1%	-1.4%	-12%	6%	18%
CC1(C)CC(=O)C(C(=O)/C=C/NCCc2ccccc2)C(=O)C1	12%	18%	-2%	13	769	3%	2.2%	-3.1%	0%	18%
C=CCSc1nc2c(C(=O)OCC)nnn2c2ccccc12	/	/	7%	-14	767	-5%	/	/	-6%	-7%
CCOc1ccc(NC(=O)C(Cc2ccccc2)N2C(=O)c3cccc4cccc(c34)C2=O)cc1 (stereo unspecified)	3%	1%	28%	14	592	-4%	2.6%	-7.4%	6%	-6%
Cc1ccc(C(=O)c2ccccc2C(=O)OCC(=O)NC(C)(C)C)cc1	11%	0%	-4%	-7	698	-7%	-0.5%	-9.9%	-10%	4%
COc1ccc2ncc(OC(C)=O)cc2c1	2%	13%	9%	-25	560	-4%	-1.9%	-11%	-8%	11%
OCC[C@@H]1C[C@@H](O)[C@H](O)[C@@]2(CCc3ccccc3O2)O1	/	/	-1%	-2	754	-2%	/	/	-12%	2%
S=C(NC1CCCCC1)N1CCN(C/C=C/c2ccccc2)CC1	3%	3%	-21%	-13	600	-3%	-0.5%	0.8%	-4%	14%
CCC(=O)Nc1ccc(C(=O)CSc2nnc(-c3ccc(NS(=O)(=O)CC)cc3)o2)cc1OC	-2%	24%	25%	-2	715	2%	/	/	-10%	15%
Cc1ccc(NC(=O)C2CCCN(c3ncccn3)C2)cc1F (stereo unspecified)	-1%	-6%	-4%	/	/	-3%	-1.4%	-7.0%	-4%	-78%
Cc1ccc(NCCC(=O)c2ccc(Br)cc2)cc1	12%	-1%	0%	/	/	-2%	-1.1%	1.2%	-9%	-25%
COc1cccc(NC(=O)C2CCN(S(=O)(=O)c3ccc4c(c3)OCCO4)CC2)c1	43%*	-4%	0%	-1	807	-3%	5.2%	-4.9%	-4%	13%
Cc1ccc2cc(C(c3nnnn3C3CCCC3)N(Cc3ccccc3)Cc3ccco3)c(=O)[nH]c2c1 (stereo unspecified)	8%	24%	38%	/	/	-1%	1.2%	-0.5%	6%	-16%
CCc1nnc(NC(=O)c2cccc(S(=O)(=O)N3CCc4ccccc43)c2)s1	9%	5%	-1%	/	/	11%	0.4%	-2.4%	-5%	18%
COC(=O)c1cc(N=CC2=C(O)CC(C)(C)CC2=O)cc(C(=O)OC)c1	7%	13%	8%	14	587	3%	1.6%	-4.5%	-9%	16%
C=CCn1c(O)c(N=Nc2nc3ccccc3c(=O)n2-c2ccccc2)c2ccccc21	4%	-3%	-10%	-2	666	1%	12%	-2.0%	-4%	15%
CCOC(=O)C(C)c1nn(C)c(=O)c2ccccc12 (stereo unspecified)	?	5%	-5%	/	/	-1%	0.9%	1.8%	-4%	4%
O=C(Cc1cc(=O)[nH][nH]1)N/N=C/c1cccc(Cl)c1Cl	12%&15%	103µM*!	3%&10%	-1&-8	693&620	6%&-3%	-0.3%&-0.9%	0.0%&-3.6%	-6%&-5%	6%&13%
CCOc1ccc(NS(=O)(=O)c2ccc3c(c2)CCN3C(=O)CCC(=O)O)cc1	2%	25%	3%	/	/	-3%	0.8%	-2.6%	-6%	12%
Cc1ccc(S(=O)(=O)N(CC(=O)NCc2ccco2)c2ccccc2C)cc1	/	/	4%	-47	826	6%	/	/	2%	10%
CNc1nc(SCc2ccc(C)cc2)nc2c1CCCC2	3%	-2%	14%	/	/	-3%	9.1%	-5.5%	-7%	8%
CCOC(=O)c1ccc(NC(=O)COc2ccc(S(=O)(=O)NC(C)CC)cc2)cc1 (stereo unspecified)	2%	-8%	2%	/	/	-2%	-1.2%	-3.7%	-2%	15%
Cc1ccc(-c2cc(C(=O)Nc3ccc(S(=O)(=O)Nc4nccs4)cc3)c3ccccc3n2)c(C)c1	-4%	13%	26%	6	648	2%	-1.5%	-1.6%	13%	12%
CCN1CCN(c2ncnc3c2nnn3Cc2ccccc2)CC1	2%	-7%	-3%	/	/	2%	0.0%	-2.1%	3%	-3%
Cc1c(NC(=O)CN2C(=O)c3ccccc3C2=O)c(=O)n(-c2ccccc2)n1C	0%	26%	3%	/	/	-3%	-0.5%	-5.9%	8%	4%
CCN(CC)S(=O)(=O)c1ccc2[nH]cc(C(=O)NCCc3ccc(OC)c(OC)c3)c(=O)c2c1	5%	-6%	8%	0	637	11%	-0.3%	-8.8%	-3%	8%
OCCC1CN(Cc2cccc(O)c2)CCN1CCc1ccccc1 (stereo unspecified)	0%	4%	-5%	0	764	-2%	1.2%	-2.4%	-7%	-2%
Nc1ccc(Oc2c(Cl)cccc2Cl)nc1	6%	-2%	-5%	15	752	6%	/	/	-5%	-3%
COc1ccc(C)cc1NC(=O)NCc1ccccc1F	1%	-1%	5%	1	662	-2%	-1.0%	-5.8%	-5%	24%
CCCN(Cc1ccccc1)C(=S)NC(=O)c1ccccc1[N+](=O)[O-]	4%	6%	-9%	-7	700	14%	1.1%	-2.2%	2%	6%
COc1cc2c(cc1OC)-c1cc(Nc3ccccc3)nc(=O)n1CC2	11%	-4%	5%	-9	694	-4%	/	/	-3%	2%
O=C(NCCCN1CCOCC1)C(=O)N/N=C/c1ccc(F)cc1	4%	16%	13%	5	722	2%	-2.6%	-4.8%	-4%	3%
CC(C)C(=O)NC(CC(=O)O)c1ccccc1 (stereo unspecified)	-1%	3%	2%	-1	716	16%	/	/	-7%	15%
COc1ccc(-c2nnc(C3CCN(S(=O)(=O)c4ccccc4)CC3)o2)cc1	/	/	-11%	0	740	14%	/	/	-11%	13%
Cc1cc(OCc2cc(C(=O)N(C)Cc3ccccn3)no2)cc(C)c1Cl	/	/	1%	-2	617	8%	/	/	-5%	-16%
Cc1cc(C)n2nc(C(=O)NC3CCCc4ccccc43)nc2n1 (stereo unspecified)	1%	6%	-1%	17	708	6%	0.4%	-7.0%	-4%	7%
CCCc1ccc(C(C)NC(=S)NC2CCCCC2)cc1 (stereo unspecified)	/	/	10%	-1	872	0%	/	/	2%	16%

Filtered by structure: those above containing a tert-butyl group (two)
SMILES	M1AAP inhibition	P. falciparum M17LAP	AID2073	Hep lipid drop	Hep lipid drop cells 6.5 µM	SIAH1 antagonists	CSM14.1 death rescue	XIAP antagonists	LYP phosphatase	HEK293 NOD2/NF-kB
CC(C)(C)c1ccc(-c2c(C(=O)O)c(C(=O)O)c3n2CSC3)cc1	/	/	10%	15	427	7%	/	/	2%	2%
Cc1ccc(C(=O)c2ccccc2C(=O)OCC(=O)NC(C)(C)C)cc1	11%	0%	-4%	-7	698	-7%	-0.5%	-9.9%	-10%	4%
